# Screening data: PubChem BioAssay, Small Molecule Screening Facility, UW Madison
# RMI FANCM FP: inhibitors of human RMI core complex binding to FANCM MM2; hit rate 0.58% among 70,000; Fluorescence polarization, RMI core complex with F-MM2 peptide; active compounds read low; FP signal (polarization) at 33 µM; in the data active means FP signal below about 40; further: inactives centre near 61; strong numbers were not always called active; unit not given here
# Numbers without * were called inactive; & = joins results of further samples.
SMILES,RMI FANCM FP
COc1cc(C(=O)Nc2scc3c2c(=O)oc2ccccc23)cc(OC)c1OC,60
Cn1cc(Cl)c(/C=N\O)n1,63
CC(=O)O[C@@H]1[C@H]2OC(C)(C)O[C@H]2O[C@@H]1C1COC(C)(C)O1 (stereo not given in full),51
CCOC(=O)N1CCc2c(sc(NC(=O)c3ccnn3CC)c2C(=O)OC)C1,64
NC(=O)C1CCN(CCOc2ccc(-c3[nH]ncc3-c3ccc(Br)cc3)c(O)c2)CC1,60
Cc1cc(C)cc(OCCNS(=O)(=O)c2ccc(NC(=O)C(C)C)cc2)c1,64
O=C(Nc1ccccc1)N1CCCN(c2nccc(C(F)(F)F)n2)CC1,53
COc1ccc(CCNC(=O)OC(C)(C)C(C)=O)cc1OC,57
C=CCN1C(=O)C(C)(C)COc2ccc(NS(=O)(=O)c3ccc(OCC)c(F)c3)cc21,65
Cc1ccc2cc(CCNC(=S)Nc3ccccc3Cl)c(=O)[nH]c2c1C,59&72
CCCCN1C(=O)S/C(=C/c2ccc(OC)cc2)C1=O,60
CCOC(=O)c1ccccc1NS(=O)(=O)c1cc2c3c(c1)CCN3C(=O)CC2,52
O=C(Cc1cccs1)NCCn1ncc2c(=O)n(Cc3ccc(Br)cc3)cnc21,68
Cn1c(=O)c2c(N3CCOCC3)cc(=O)n(C)c2n(C)c1=O,60
O=S(=O)(O/N=C1/CCc2ccccc21)c1ccc(Cl)cc1,56
Cc1ccc(-n2ncc3c(C(C)C)nnc(SCC(=O)NCc4ccco4)c32)cc1C,63
N#Cc1c(NC(=O)/C=C/c2ccccc2)sc2c1CCC2,73
COCCN1CCC(CNC(=O)C(=O)NCc2ccc3c(c2)OCO3)CC1,73
CCN1C(=O)c2cccc3c(N)ccc1c23,67
COCCCNc1nc(N)c([N+](=O)[O-])c(N2CCC(Cc3ccccc3)CC2)n1,52
CN1CCc2cc(C(CNC(=O)C(=O)NCC3CCCO3)N(C)C)ccc21 (stereo not given),66
COc1cccc(C2=NN(S(C)(=O)=O)C(c3cn(-c4ccccc4)nc3-c3cccs3)C2)c1 (stereo not given),62
O=S(=O)(c1ccc(Cl)s1)N1CCN(c2ccc3nnc(C4CC4)n3n2)CC1,65
CC1CCc2c(sc(NC(=O)C(C)C)c2-c2nc3ccccc3s2)C1 (stereo not given),70
Cc1nc2c(sc3ccccc32)c(=O)n1CC(=O)NCc1ccccc1Cl,123
COc1ccc(S(=O)(=O)Nc2cc(Sc3cccc4cccnc34)c(O)c3ccccc23)cc1,56
CS(=O)(=O)N1CCCc2cc(NS(=O)(=O)c3ccc(Br)cc3)ccc21,57
COC(=O)c1c(-c2snnc2C)n[nH]c1C,57
Nc1nc(SCCO)[nH]c(=O)c1NC(=O)c1ccccc1,72
Cc1cc(S(=O)(=O)NCCNc2nccc(C(F)(F)F)n2)c(C)cc1Cl,51
O=S(=O)(NCCN1CCOCC1)c1ccc(C2CCCCC2)cc1,59
Cc1cc(C)c(S(=O)(=O)N2CCCOC2CNC(=O)C(=O)NCCC2=CCCCC2)c(C)c1 (stereo not given),59
Cc1ccc(C)c(S(=O)(=O)NCc2ccc(C(=O)Nc3ccc(F)cc3)cc2)c1,80
O=C1c2ccccc2C(=O)N1c1ccc(OC(F)(F)F)cc1,60
COc1ccc(S(=O)(=O)Nc2ccc(-c3csc4nc(C)cc(=O)n34)cc2)cc1F,65
COCCn1c(C)cc(C(=O)CSc2ccc3ccccc3n2)c1C,64
CN(C)c1ccc(C(=O)Nc2nnc(-c3cccc(S(C)(=O)=O)c3)o2)cc1,63
O=C(NCc1ccccn1)c1ccc(CNS(=O)(=O)c2cccc(Cl)c2)cc1,59
COc1ccc(CCC(=O)N2CCN(c3ccc4nnc(C5CC5)n4n3)CC2)cc1,66
O=S(=O)(c1ccc(F)cc1)n1nc2ccccc2n1,64
O=c1cccnn1CCCNS(=O)(=O)c1ccc(Cl)s1,61
c1ccc(-c2cc(Sc3nnc(-c4ccncc4)o3)n3ncnc3n2)cc1,56
Cc1cc(NC(=O)NCCCSc2nncn2C)no1,53
O=c1oc(COc2ccc(Cl)cc2Cl)nc2ccccc12,54
O=[N+]([O-])c1cccc(/C=C/c2ncc3ccccn23)c1,56
CCOc1ccc(-c2noc(CSc3nc4cc5c(cc4c(=O)n3C)OCO5)n2)cc1,64
Cc1ccccc1-n1ncc2c(C(C)C)nn(CC(=O)Nc3ccc(F)cc3)c(=O)c21,57
Cc1nc(CNS(=O)(=O)c2ccc(-c3ccccc3)cc2)cs1,57
Cc1nc(-c2nnc(-c3ccc(Cl)cc3)o2)c(C(F)(F)F)o1,60
Cc1cc(C)c2nc(N(CCn3cccn3)C(=O)c3cc(C)on3)sc2c1,66
C#CCn1c(=NC(=O)CSC(C)=O)sc2cc(Br)ccc21,79
CCc1cc(C(=O)c2ccc(OC)cc2)c(NC(=O)CN2CCN(C)CC2)s1,69
O=C(Nc1ccccc1)Nc1nc(C(=O)Nc2ccc(F)cc2)cs1,56
O=C(CSc1ncc(-c2ccc(F)cc2)o1)Nc1ccc(Br)cc1,85
Cc1ccc(SCCCC(=O)N2CCN(c3ccccc3)CC2)cc1,50
NC(=O)c1ccsc1NC(=O)c1cc2ccccc2o1,59
Cc1nc2c(sc3cccc(F)c32)c(=O)n1CC(=O)NCc1ccc2c(c1)OCO2,112
CC(=O)O[C@H]1CC[C@]2(C)C3C(=O)[C@@H](OC(C)=O)[C@@]4(C)C(C[C@@H]5O[C@]6(CCC(C)CO6)[C@@H](C)[C@@H]54)C3CC[C@H]2C1 (stereo not given in full),59
COc1ccc(C(=O)N2CCN=C2SCc2ccccc2)c(OC)c1,60
CSc1ncc(Cl)c(C(=O)Nc2cccc3cccnc23)n1,87
# (listing goes on)
SMILES,RMI FANCM FP
Cc1ccc(N(C)NC(=O)Nc2ccc(Cl)cc2)nn1,44
CC1(C)CC(N2CCCCC2)=CC(=S)S1,62
Cc1cc(C(C)(C)CC(C)(C)C)ccc1OCCOCC[N+](C)(C)Cc1ccccc1,40&65
CC(=O)c1ccc(OCC(=O)NCCOc2cc(N3CCCCC3)ncn2)cc1,60
CCOC(=O)N1CCc2c(sc(NC(=O)c3ccc(S(C)(=O)=O)cc3)c2C(N)=O)C1,62
COc1ccc(CCNC(=O)C(=O)NCCC2CCCCN2S(=O)(=O)c2ccc(C)cc2)cc1 (stereo not given),59
Cc1nc(Oc2ccccc2)cc(N2CCN(C(=O)/C=C/c3ccccc3)CC2)n1,57
Cc1ccsc1C=C1C(=O)OC(C)(C)OC1=O,59
COc1ccc(C(=O)NCCc2cccs2)cc1,56
Cc1ccc(S(=O)(=O)Nc2ccc3c(c2)CN(C(=O)C(C)C)CC3)c(C)c1,72
Cc1cccc(Cl)c1NC(=S)NCCNC(=O)OC(C)(C)C,62
Cc1nnsc1C(=O)N1CCN(c2ccc(C#N)cn2)CC1,55
COc1cc([N+](=O)[O-])ccc1NC(=O)/C=C/c1ccc([N+](=O)[O-])s1,65
COc1ccccc1CSc1nc2ccccc2s1,55
O=C(NCCc1ccccc1)C(=O)NCc1ccsc1,79
COC(=O)c1c(C)c2c(c(C)c1O)OC(=O)c1c(C)c(Cl)c(O)c(Cl)c1O2,58
CCS(=O)(=O)c1ccc(-c2ccc(NC(=O)c3cc(Cl)ccc3Cl)cc2)nn1,101
Cc1ccnc(NC(=O)Cn2cc(S(=O)(=O)Cc3ccccc3F)c3ccccc32)c1,56
COc1cccc(C(=O)Nc2nsc(-c3ccccc3)n2)c1,72
O=S(=O)(Nc1cccc(Oc2ccc(Cl)cc2)n1)c1ccc(F)cc1,54
O=[N+]([O-])c1ccccc1NC1CCN(Cc2ccccc2)CC1,52
CCOc1ccccc1C(=O)Nc1ccc2nc(C)n(-c3ccccc3)c(=O)c2c1,59
N/C(=N/OC(=O)c1csc([N+](=O)[O-])c1)c1ccccn1,61&56
C=CCn1c(SCC(=O)c2ccc(OC)cc2F)nc2ccccc2c1=O,70
COc1ccc2oc(-c3csc(NC(=O)c4cc(OC)c(OC)c(OC)c4)n3)cc2c1,65
Cc1nc(-c2cccc(NC(=O)c3ccc([N+](=O)[O-])cc3)c2)cs1,55
CCOc1ccc2nc(NC(=O)c3cc4c(=O)n5cccc(C)c5nc4s3)sc2c1,64
Cc1nc2ccccc2n1CC(O)COc1ccc2c3c(c(=O)oc2c1)CCC3 (stereo not given),65
COc1ccccc1OCCCC(=O)NC(C)c1ccccc1 (stereo not given),67
CCOc1ccc(N2CC(C#N)=C3c4cc(OC)c(OC)cc4CCN3C2)cc1,61
O=C(O)c1nccnc1C(=O)Nc1ccc(Oc2cccc(C(F)(F)F)c2)nc1,61
Cc1ccc(-n2c(C)nc3ccc(NS(=O)(=O)c4ccc5c(c4)CCCC5)cc3c2=O)cc1,66
CCn1nccc1C(=O)N1CCN(c2nc3ccc(S(C)(=O)=O)cc3s2)CC1,68
COc1ccc(Cn2c(=O)n(-c3ccc(F)c(Cl)c3)c(=O)c3c2c2cc(OC)ccc2n3C)cc1,67
Cc1cc(C)c(-c2csc(N)n2)c(C)c1,60
COc1ccc(-c2nc(SCC(=O)Nc3ccccc3C(F)(F)F)c3c(=O)n(C)c(=O)n(C)c3n2)cc1,117
CCn1nc(C)cc1C(=O)Nc1ccc2ncsc2c1,68
O=C(Nc1ccc(Cl)cn1)C12CC3CC(CC(C3)C1)C2,65
O=C(N/N=C\c1ccncc1)N/N=C\c1ccncc1,54
CCn1ccc(C(=O)N2CCN(c3nc4c(OC)ccc(C)c4s3)CC2)n1,64
Cc1ccc(C(=O)CSc2nc3sc4c(c3c(=O)n2-c2ccccc2)CCC4)cc1C,71
CN1CCN(C(=O)c2cc(-c3ccccn3)nc3ccccc23)CC1,64
Cc1nn(-c2ccccc2)nc1C(=O)Sc1ccccn1,55
Cc1ccc(S(=O)(=O)NC(=O)Nc2cc(-c3ccc(Cl)cc3)nn2C)cc1,72
Cc1ccc(S(=O)(=O)NC(=O)NCc2csc3ccc(Cl)cc23)cc1,55
CCN1CCc2c(sc(NC(=O)c3ccnn3C)c2C(N)=O)C1,68
COc1ccc(OCCNC(=O)c2nccnc2C(=O)O)cc1,53
COc1ccc2nc(-n3nc(C)cc3NC(=O)c3ccccc3OC)sc2c1,84
O=C1CCc2cc(NS(=O)(=O)Cc3ccc(Cl)cc3)ccc2N1Cc1ccccc1,74
Cc1ccc(S(=O)(=O)C2=C(O)C(=O)N(Cc3ccc4c(c3)OCO4)C2c2ccccc2)cc1 (stereo not given),59
Cc1ccc(S(=O)(=O)N2CCC(N)=N2)cc1,56
CCOc1cccc2cc(-c3csc(NC(=O)C4CCN(S(=O)(=O)c5ccc(F)cc5)CC4)n3)oc12,55
O=C(O)c1ccccc1Nc1cccc(C(F)(F)F)c1,64&47&87
Cc1cc(NC(=O)C(=O)NCC(c2cccs2)N(C)C)no1 (stereo not given),52
Cc1ccc(S(=O)(=O)N2CCCC(c3nnc(C)s3)C2)c(C)c1 (stereo not given),63
CC(C)(C)c1ccc(C(=O)NC(=O)Nc2cc(C(F)(F)F)cc(C(F)(F)F)c2)s1,62
COc1cccc2c(=O)n(C)ccc12,54
Cc1nnsc1C(=O)Nc1ccc(-c2cnco2)cc1,49
Cc1cc(C(=O)Nc2ccc3nc(N4CCN(C)CC4)sc3c2)on1,62
O=S(=O)(NCc1ccsc1)c1cccc2ccccc12,71

# An excerpt from the list above:
SMILES,RMI FANCM FP
Cc1ccc(S(=O)(=O)NC(=O)Nc2cc(-c3ccc(Cl)cc3)nn2C)cc1,72
Cc1ccc(S(=O)(=O)NC(=O)NCc2csc3ccc(Cl)cc23)cc1,55
CCN1CCc2c(sc(NC(=O)c3ccnn3C)c2C(N)=O)C1,68
COc1ccc(OCCNC(=O)c2nccnc2C(=O)O)cc1,53
COc1ccc2nc(-n3nc(C)cc3NC(=O)c3ccccc3OC)sc2c1,84
O=C1CCc2cc(NS(=O)(=O)Cc3ccc(Cl)cc3)ccc2N1Cc1ccccc1,74
Cc1ccc(S(=O)(=O)C2=C(O)C(=O)N(Cc3ccc4c(c3)OCO4)C2c2ccccc2)cc1 (stereo not given),59
Cc1ccc(S(=O)(=O)N2CCC(N)=N2)cc1,56
CCOc1cccc2cc(-c3csc(NC(=O)C4CCN(S(=O)(=O)c5ccc(F)cc5)CC4)n3)oc12,55
O=C(O)c1ccccc1Nc1cccc(C(F)(F)F)c1,64&47&87
Cc1cc(NC(=O)C(=O)NCC(c2cccs2)N(C)C)no1 (stereo not given),52
Cc1ccc(S(=O)(=O)N2CCCC(c3nnc(C)s3)C2)c(C)c1 (stereo not given),63
CC(C)(C)c1ccc(C(=O)NC(=O)Nc2cc(C(F)(F)F)cc(C(F)(F)F)c2)s1,62
COc1cccc2c(=O)n(C)ccc12,54
Cc1nnsc1C(=O)Nc1ccc(-c2cnco2)cc1,49
Cc1cc(C(=O)Nc2ccc3nc(N4CCN(C)CC4)sc3c2)on1,62
O=S(=O)(NCc1ccsc1)c1cccc2ccccc12,71

# (list continues)
SMILES,RMI FANCM FP
CCN(CC)C(=O)C(=O)c1c[nH]c2ccccc12,72
O=C1NCCN1CCNS(=O)(=O)c1ccc(N2C(=O)CCC2=O)cc1,57
Cc1ccc(COc2cn(CC(=O)Nc3ccc4c(c3)OCCO4)c(CO)cc2=O)cc1,55
COc1ccc(C2C(C#N)=C(N)OC3=C2C(=O)CC(C)(C)C3)cc1OCc1ccccc1 (stereo not given),60
O=C(NCCN1CCOCC1)Nc1ccccc1F,81
O=c1[nH]nc(N2CCSCC2)[nH]1,54
O=C(CSc1nnc(Cc2ccc(Cl)cc2)c(=O)[nH]1)Nc1ccc([N+](=O)[O-])cc1,54
COCCn1cc(NC(=O)NCc2ccccn2)c2ccccc21,51
CC(=O)Nc1nnc(-c2ccc(Br)s2)o1,71
Cc1cc(C)cc(OCCNS(=O)(=O)c2cc(C)ccc2C)c1,60
O=C(NCC(c1ccsc1)N1CCc2ccccc2C1)c1cc2ccccc2oc1=O (stereo not given),63
O=C(Nc1ccc(NC(=O)c2scc(-c3ccc(F)cc3)c2-n2cccc2)cc1)c1ccco1,65
O=C(NCCn1ncc2c(N3CCCC3)ncnc21)c1ccc(=O)oc1,75
NC(=O)c1cccnc1Sc1ccc(Cl)cc1,63
Cn1c(SCC(=O)Nc2ccc3c(c2)OCO3)nc2cc(-c3ccccc3)sc2c1=O,49
COC(=O)c1ccc(CSc2nc3c(cnn3-c3ccccc3OC)c(=O)[nH]2)cc1,70

# The list is partial, so the mix of outcomes need not match the whole.
